# TCR CD3 inh – blocks the human TCR-CD3 interaction; TAMRA-labeled TCR probe fluorescence, biochemical; inhibition, % at 9.4 µM; 360,000 compounds, 0.37% hits; AID 651800; in the data active = inhibition above about 19%;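 note: recombinant mutant TCR 2C K166C tagged with TAMRA read by polarization; 0% = receptor in buffer alone and 100% = receptor with positive control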
# PRMT1 inh – blocks human protein arginine methyltransferase 1; Q99873; recombinant PRMT1, activity-based probe fluorescence polarization; inhibition, % at 2.79 µM; 370,000 compounds, 1.3% hits;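 active = inhibition above about 21% made by adding two undisclosed values, limit read from the data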
# MBD2 inh – blocks human MBD2 binding to methylated DNA | 370,000 compounds, 0.31% hits | TR-FRET, MBD2 binding to methylated oligonucleotide | Q9UBB5 | inhibition, % at 4.4 µM; in the data active = inhibition above about 13%
# SIAE primary – blocks human sialic acid acetylesterase; SIAE FP-Rh probe binding, fluorescence polarization; inhibition, % at 9.66 µM; 370,000 compounds, 0.69% hits; AID 1053197;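 active = inhibition above a cutoff: mean of compounds within the control limits plus 3 SD of those, cut at about 17% in these data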;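 note: 0% = plate median of compound wells and 100% = probe without SIAE protein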
# rCAG binder – binds r(CAG) RNA repeats. r(CAG) RNA repeat, TO-PRO-1 dye displacement fluorescence. inhibition, % at 3 µM. 370,000 compounds, 1.3% hits. AID 651821;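 active = inhibition above the plate cutoff, the mean of all test compounds on that plate plus 3 SD, cut at about 35% in these data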;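 note: 0% = DMSO alone and 100% = 100 µM mitoxantrone as full dye displacement; higher means more dye released from RNA so lower well fluorescence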
# GC-B act – GC-B (human) receptor activation; HEK293-GC-B cells, CNP EC30, cGMP TR-FRET; 0% at EC30 CNP, 100% saturating CNP; activation, % at 10 µM; 370,000 compounds, 0.11% hits; AID 1920062;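 active = activation at 10 µM reaching about 35% in either raw or pattern-adjusted values, limit read from the data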
# UHRF1 MBD2 ctr – UHRF1 methyl-DNA binding inhibition; UHRF1 binding to methylated oligo, TR-FRET; inhibition, % at 4.4 µM; 370,000 compounds, 0.75% hits; AID 687016; in the data active = inhibition above about 21%;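 note: UHRF1 SRA domain binding a hemimethylated CpG hairpin DNA probe; 0% = median of test compound wells and 100% = reference inhibitor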
# Target sequence (Q96T88 whole entry, looked up, the tested form may be a part): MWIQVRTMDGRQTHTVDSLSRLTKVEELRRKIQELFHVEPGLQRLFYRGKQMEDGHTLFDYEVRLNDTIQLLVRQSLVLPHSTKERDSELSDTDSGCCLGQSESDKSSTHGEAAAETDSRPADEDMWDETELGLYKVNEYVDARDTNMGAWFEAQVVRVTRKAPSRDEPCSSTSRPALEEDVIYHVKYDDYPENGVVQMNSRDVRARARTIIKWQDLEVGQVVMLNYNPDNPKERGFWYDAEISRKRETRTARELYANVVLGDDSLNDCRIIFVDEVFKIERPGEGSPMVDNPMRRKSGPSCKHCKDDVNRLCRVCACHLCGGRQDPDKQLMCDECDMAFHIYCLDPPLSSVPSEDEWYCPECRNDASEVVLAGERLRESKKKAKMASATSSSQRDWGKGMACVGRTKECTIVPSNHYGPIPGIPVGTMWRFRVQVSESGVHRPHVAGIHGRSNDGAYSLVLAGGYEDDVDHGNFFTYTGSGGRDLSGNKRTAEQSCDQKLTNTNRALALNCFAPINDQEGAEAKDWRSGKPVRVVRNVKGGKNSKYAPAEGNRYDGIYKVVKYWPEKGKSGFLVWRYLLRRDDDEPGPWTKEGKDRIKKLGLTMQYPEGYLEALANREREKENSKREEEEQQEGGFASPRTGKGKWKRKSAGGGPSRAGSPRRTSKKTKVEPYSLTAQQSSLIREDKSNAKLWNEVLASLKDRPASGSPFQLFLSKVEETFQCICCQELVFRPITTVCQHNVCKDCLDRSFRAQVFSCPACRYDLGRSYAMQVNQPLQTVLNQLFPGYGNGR
# ABHD4 inh – ABHD4 (mouse) inhibition, primary FP screen. purified mABHD4, FP-Rh probe fluorescence polarization. inhibition, % at 8.92 µM. 370,000 compounds, 0.54% hits. AID 720543;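 active = inhibition exceeding the mean over every tested compound plus 3 SD, cut at about 30% in these data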;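 note: 0% = plate median of compound wells and 100% = S159A mutant with DMSO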
#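 Doses – 8.92 µM, single dose · Material – wild-type mouse ABHD4 protein · Replication – single well per compound (singlicate) · Measure – percent inhibition of probe binding, normalized to plate controls · Schedule – 45 min compound pre-incubation plus 60 min probe step, 25 °C · Detection – fluorescence polarization with parallel and perpendicular emission, 525/598 nm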
# NPR1 activator – GC-A (human) enzyme activation | P16066 | HEK293 GC-A cells, cGMP TR-FRET, EC30 ANP; 0% at EC30 ANP, 100% saturating ANP | activation, % at 10 µM | 370,000 compounds, 0.14% hits | AID 1671463; in the data active = activation above about 40%
# HTRA1 inh – HTRA1 (human) protease inhibition; Q92743; recombinant HTRA1, FP-rhodamine activity-based probe, fluorescence polarization; inhibition, % at 5.96 µM; 340,000 compounds, 0.5% hits; AID 504803; in the data active = inhibition above about 36%;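 note: 0% = enzyme with DMSO and 100% = wells lacking enzyme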
# Starred values were filed as active, the others as inactive; · = no result given. Some of the compounds tested, so the mix of outcomes need not match the whole.
# The line under a structure holds: PRMT1 inh | HTRA1 inh | SIAE primary | ABHD4 inh | UHRF1 MBD2 ctr | MBD2 inh | TCR CD3 inh | rCAG binder | GC-B act | NPR1 activator
- Cc1ccsc1/C=N/NC(=O)c1ccccn1
  3 | 0 | 1 | 5 | -2 | -3 | -4 | -4 | 1 | 3
- COc1cccc(C2c3c(oc4ccc(F)cc4c3=O)C(=O)N2CCN2CCOCC2)c1OC (centres undefined)
  5 | -4 | 0 | 3 | 3 | 5 | -10 | 5 | 1 | -8
- CCOc1ccc2nc(Cl)c(C3CC(c4ccco4)=NN3S(=O)(=O)c3ccccc3)cc2c1 (centres undefined)
  32* | -43 | -18 | -20 | -3 | 1 | -14 | 31 | 1 | -2
- CC1(C)Cc2c(cnn2-c2ccccc2)C(NC(=O)CCCN2CCCC2=O)C1 (centres undefined)
  -1 | -1 | 1 | 1 | 1 | -1 | 0 | -8 | 0 | -3
- NC1=NC(c2ccc([N+](=O)[O-])cc2)N(c2ccc(F)cc2)C(N)=N1 (centres undefined)
  0 | 4 | -5 | 2 | 0 | 3 | -2 | -1 | 3 | -3
- CN1OC[C@@H]2CN(C(=O)Nc3ccccc3)[C@H](c3ccc(N4CCCCC4)cc3)C[C@@H]21
  -11 | · | 14 | 1 | 4 | 0 | 1 | 3 | -4 | 0
- COC(=O)CCCC1=CC2=C(c3ccccc3)C(=O)C(C)(OC(=O)C3CCCC3)C(=O)C2=CN1CCN1CCOCC1 (centres undefined)
  3 | 8 | 9 | 10 | -3 | -9 | 5 | 1 | -3 | 4
- COC(=O)CN1C(=O)[C@H]2[C@@H](c3ccc(C)o3)N3C(=O)CN(Cc4ccccc4)C(=O)[C@@]3(Cc3ccccc3)[C@H]2C1=O
  3 | -5 | 0 | 7 | 1 | 4 | 2 | -3 | 2 | -3
- CC(Oc1ccccc1)C(=O)N1CCc2ccccc2C1 (centres undefined)
  -6 | 1 | -4 | -8 | -1 | -7 | -6 | -4 | -2 | 1
- CC(=O)Nc1ccnc(-c2cccnc2)n1
  -3 | 9 | -4 | 0 | 1 | 5 | 2 | -1 | -1 | -2
- CCn1c(CSc2nnc(-c3ccncc3)n2C)nc2cc(C(=O)O)ccc21
  1 | 66* | 28* | 23 | -1 | -5 | 89* | 2 | 0 | 5
- COc1ccccc1CN(Cc1nc2ccccc2c(=O)[nH]1)C(=O)Nc1ccccc1C
  2 | -7 | -4 | 7 | 2 | 0 | -6 | -5 | -2 | -7
- Cc1ccc(/C=N/NC(=O)CSc2nc3ccccc3o2)cc1
  10 | 14 | -12 | -4 | 0 | -8 | 10 | 3 | 5 | 1
- NC(=O)c1nn(-c2ccccc2)nc1N
  -1 | -6 | 2 | 2 | -3 | -6 | 4 | -1 | 3 | 2
- COc1ccc(-c2cn[nH]c2-c2ccc(OC)cc2)cc1
  2 | -18 | 1 | -15 | 0 | 5 | 0 | 0 | -4 | 9
- CCOC(=O)c1c(NC(=O)CN2CCC(C)CC2)sc(C)c1C
  -1 | 0 | 4 | 1 | -3 | 3 | 2 | -1 | -4 | -5
- COc1ccc(N(C)S(=O)(=O)c2cccc(C(=O)N3CCN(S(=O)(=O)c4ccc(C)cc4)CC3)c2)cc1
  -1 | -13 | -7 | 2 | -2 | 1 | 1 | 2 | -1 | 0
- CCN1CCN(C2CCCCC2NS(=O)(=O)c2ccccc2)CC1 (centres undefined)
  -2 | -5 | 4 | -5 | 5 | -7 | 2 | -3 | 2 | -1
- Fc1ccc(C2CC(c3ccccc3)n3ncnc3N2)cc1 (centres undefined)
  -3 | -3 | 5 | 6 | -1 | 4 | 2 | -5 | 4 | -2
- CCOC(=O)c1cnc(SC)nc1Sc1cc(Cl)ccc1Cl
  2 | 2 | -4 | 6 | -1 | 1 | 5 | 1 | 1 | -3
- CCC1CCCCN1CCCNC(=O)c1ccc(N2CCCC2=O)cc1 (centres undefined)
  0 | 7 | 2 | -5 | 1 | -8 | 14 | 2 | 1 | 3
- N#Cc1ccc(CN2CCN(C(=O)c3cc(Cl)c4c(c3)OCCO4)CC2)cc1
  -6 | 0 | 6 | 2 | 1 | -5 | 6 | 1 | 1 | 4
- CC(C)CCNC(=O)C(c1cccs1)N(CC1CCCO1)C(=O)Cn1nnc2ccccc21 (centres undefined)
  3 | 3 | -5 | 1 | 0 | 1 | 1 | 0 | -14 | 4
- COc1ccc(C(CC(=O)O)NC(=O)COc2ccccc2OC)cc1OC (centres undefined)
  2 | 4 | 2 | 3 | -1 | 2 | 4 | -2 | 3 | -2
- CC(=O)NC(=S)Nc1ccc(S(=O)(=O)Nc2nc(C)cc(C)n2)cc1
  -2 | 13 | 1 | 2 | 0 | -1 | 6 | -2 | -6 | 2
- CCOc1cccc(C2/C(=C(/O)c3ccc4c(c3)CC(C)O4)C(=O)C(=O)N2Cc2ccncc2)c1 (centres undefined)
  1 | 4 | -3 | 19 | -3 | 1 | 2 | 7 | -1 | 3
- Cc1ccc2nc(NC3=NCN(Cc4cccnc4)CN3)nc(C)c2c1
  3 | 9 | -2 | -4 | 2 | -1 | -1 | 6 | 5 | 3
- CCN1CCCC1CNS(=O)(=O)c1cc(Br)cc2c1N(C(=O)C1CC1)CC2 (centres undefined)
  0 | 1 | -2 | 1 | -2 | -2 | 1 | 0 | -3 | 3
- Cc1cc2cc(CNC(=O)c3ccc(Br)o3)ccc2n1C
  36* | -1 | -3 | -7 | -4 | 3 | 22* | 11 | -9 | 3
- COC(=O)C(CCSC)NS(=O)(=O)c1ccc(Cl)cc1 (centres undefined)
  -2 | 2 | 0 | -8 | -3 | -6 | -1 | -1 | 0 | 2
- COc1ccc(Cl)cc1NC(=O)CN(C)C(=O)c1cc2c(s1)CCCC2
  -4 | -30 | -1 | -14 | -1 | -1 | 5 | 3 | -8 | -6
- O=C(NCc1ccc(Cl)cc1)C1CCC(CNc2c(N3CCCCC3)c(=O)c2=O)CC1 (centres undefined)
  -7 | 3 | 8 | 7 | -1 | -9 | 1 | 1 | -1 | -2
- O=C(NCC(=O)N1CCCC1)c1ccc(Br)cc1
  -3 | -2 | 4 | 0 | 0 | -6 | -2 | 2 | -3 | -2
- O=C(O)c1ccccc1/C=N/NC(=S)NCc1ccccc1
  -3 | 6 | -1 | -5 | 0 | 4 | 4 | 0 | -1 | 3
- O=C(Nc1ccc(Cl)c(S(=O)(=O)N2CCCC2)c1)c1cc(=O)[nH]c2ccccc12
  3 | -5 | 4 | -3 | 0 | 0 | 2 | 12 | 1 | 0
- CNC(=S)N1CCC(NC(=O)C(Cc2ccccc2)NC(C)=O)CC1 (centres undefined)
  -2 | 0 | -4 | -7 | -1 | 4 | 1 | 0 | -1 | 0
- O=C(Nc1cccc(Cl)c1)c1ccccc1
  4 | -12 | -1 | 5 | 2 | -3 | -3 | 9 | 3 | 0
- O=C(Nc1ccccc1)C(CCCCN1C(=O)c2ccccc2C1=O)N1C(=O)c2ccccc2C1=O (centres undefined)
  3 | -14 | -6 | -3 | 0 | -3 | -1 | 6 | 9 | -3
- O=C(CNS(=O)(=O)c1ccc(F)cc1)N1CCN(c2ccc(F)cc2)CC1
  -2 | -5 | -3 | 3 | 2 | -6 | -6 | -5 | 0 | -5
- O=C(Nc1cc(-c2ccccc2)[nH]n1)c1ccc(Cl)cc1
  3 | -13 | -3 | -15 | 1 | 1 | -2 | 8 | -2 | 6
- CCOc1ccc(Br)cc1/C=N/O
  -2 | 2 | 4 | -3 | 1 | -3 | 3 | 3 | -4 | -3
- COc1ccccc1N(C)S(=O)(=O)c1ccc(C(=O)Nc2ccc(C)cc2C)cc1
  -1 | -18 | -3 | -10 | -4 | 4 | -1 | -5 | 1 | 2
- CCCCCCCCN1C(=O)[C@@H](CC(=O)NCc2ccc(C)o2)C[C@@]2(C(=O)OC)C1=C[C@H](C(C)C)O[C@@H]2C1CC1
  0 | · | 1 | -2 | -2 | 2 | · | 2 | -8 | -1
- CC1=C(C(=O)N(C(C)C)C(C)C)CC(CC(=O)NC2CCCCC2)C(=O)N1Cc1ccc(C(C)(C)C)cc1 (centres undefined)
  -2 | · | -5 | 9 | -2 | 4 | -3 | 4 | -1 | 4
- Cc1ccc(-n2cnc(N)c2C(=O)c2cccc([N+](=O)[O-])c2)cc1
  2 | 2 | -1 | 2 | 0 | 7 | -5 | -7 | 4 | 1
- O=C(NNC(=O)C1CCCN(S(=O)(=O)c2ccc3ccccc3c2)C1)C1CC1 (centres undefined)
  -1 | · | 0 | 0 | -1 | 2 | 2 | 2 | 0 | -2
- Cc1c(NC(=O)c2ccccc2N(C)S(=O)(=O)c2ccccc2)c(=O)n(-c2ccccc2)n1C
  -3 | -2 | 2 | 2 | 0 | 4 | 5 | -2 | 4 | 1
- COc1ccccc1NC(=O)Nc1cnccn1
  0 | 0 | 0 | 0 | 1 | 1 | 3 | 0 | 0 | 3
- CCN1C(=O)[C@H]2[C@@H](c3ccc(-c4ccc(F)cc4)cc3)N[C@@](CC(C)C)(C(=O)OC)[C@H]2C1=O
  3 | -12 | -7 | 0 | -2 | 2 | -5 | 0 | 3 | -1
- CCN(Cc1ccccc1)S(=O)(=O)c1ccccc1Br
  4 | -3 | 5 | 0 | 2 | -1 | -3 | 0 | -1 | -3

# (next part)
# The line under a structure holds: PRMT1 inh | HTRA1 inh | SIAE primary | ABHD4 inh | UHRF1 MBD2 ctr | MBD2 inh | TCR CD3 inh | rCAG binder | GC-B act | NPR1 activator
- CCc1ccc(NC(=O)C2CCN(S(=O)(=O)c3ccc4c(c3)NC(=O)CO4)CC2)cc1
  1 | -17 | -7 | -7 | 5 | 5 | -5 | 10 | -4 | -2
- COc1cccc(OC)c1C(=O)OCC(=O)/C(C#N)=C(\C)N
  3 | -2 | 3 | 2 | 1 | 3 | 0 | 1 | 2 | 2
- O=C(O)c1cccc(S(=O)(=O)Nc2cccc(S(=O)(=O)N3CCCCCC3)c2)c1
  -1 | 2 | 13 | -1 | -1 | 0 | 3 | 7 | 1 | 0
- Cc1ccc(-c2nn3c(C)nnc3c3ccccc23)cc1S(=O)(=O)NC(C)c1ccccc1 (centres undefined)
  3 | -21 | 4 | -14 | -2 | -1 | -8 | 3 | 23 | 20

# Compound activity deposited in PubChem BioAssay by several laboratories.
